OX1R antag-1 = antagonists of human orexin 1 receptor (OX1R). Orexin/Hypocretin receptor type 1 (Homo sapiens), O43613. OX1R-expressing cells, FRET antagonist read-out. inhibition, % at 6.6 µM. 330,000 compounds, 1.8% hits. AID 485270, 2010; in the data active = inhibition mostly above about 38%, no sharp cut-off; inactive = mostly below about 40%;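 also: 0% = agonist challenge alone and 100% = reference antagonist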
Target sequence (O43613 whole entry, looked up): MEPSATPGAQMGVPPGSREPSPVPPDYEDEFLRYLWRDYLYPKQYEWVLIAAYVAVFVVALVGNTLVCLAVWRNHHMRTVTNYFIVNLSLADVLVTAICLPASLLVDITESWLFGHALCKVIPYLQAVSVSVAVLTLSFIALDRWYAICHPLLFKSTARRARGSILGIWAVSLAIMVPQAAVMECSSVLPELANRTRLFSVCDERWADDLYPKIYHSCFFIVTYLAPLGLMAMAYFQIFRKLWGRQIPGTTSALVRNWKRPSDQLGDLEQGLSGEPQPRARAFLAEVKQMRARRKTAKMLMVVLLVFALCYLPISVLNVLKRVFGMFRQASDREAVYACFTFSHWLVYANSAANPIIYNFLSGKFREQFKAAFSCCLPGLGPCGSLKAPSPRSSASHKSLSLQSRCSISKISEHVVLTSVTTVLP
CHT PAM = CHT positive allosteric modulators, primary screen, cell-based, membrane potential dye, choline EC20 | B-score at 10 µM | CHT-expressing cells; active compounds read high; LV-AA mutant CHT in HEK293 cells | 310,000 compounds, 0.49% hits | High affinity choline transporter 1 (Homo sapiens), Q9GZV3;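 active = initial fluorescence not abnormally high and integrated response B-score, plate-corrected, over 3 SD above library mean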
Target sequence (Q9GZV3 whole entry, looked up): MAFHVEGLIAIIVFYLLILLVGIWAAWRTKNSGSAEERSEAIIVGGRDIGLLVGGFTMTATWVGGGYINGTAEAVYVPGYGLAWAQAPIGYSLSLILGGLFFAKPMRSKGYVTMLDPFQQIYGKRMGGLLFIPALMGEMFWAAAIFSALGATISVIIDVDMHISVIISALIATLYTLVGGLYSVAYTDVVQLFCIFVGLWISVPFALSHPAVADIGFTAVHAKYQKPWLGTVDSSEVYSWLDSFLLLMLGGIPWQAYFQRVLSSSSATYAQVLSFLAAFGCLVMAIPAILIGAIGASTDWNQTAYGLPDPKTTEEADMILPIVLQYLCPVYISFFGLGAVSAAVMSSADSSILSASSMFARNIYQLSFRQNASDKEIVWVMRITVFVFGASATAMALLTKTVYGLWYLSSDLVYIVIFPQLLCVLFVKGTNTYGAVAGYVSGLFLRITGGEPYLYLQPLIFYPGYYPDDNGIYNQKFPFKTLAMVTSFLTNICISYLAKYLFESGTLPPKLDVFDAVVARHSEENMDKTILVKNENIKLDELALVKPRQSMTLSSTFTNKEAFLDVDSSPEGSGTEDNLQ
OX1R antag-2 = OX1R (HCRTR1) antagonists, primary screen, fluorescence, CHO/OX1R cells, Fluo-8 calcium, orexin A; Orexin/Hypocretin receptor type 1 (Homo sapiens), O43613; Fluo-8 calcium fluorescence; inhibition, % at 5 µM; 330,000 compounds, 0.43% hits; AID 434989, 2010;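 active = inhibition above its plate's threshold, mean inhibition of all tested compounds on the plate plus 3 SD, cut at about 37% in these data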;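 also: 0% = orexin A challenge wells and 100% = SB-334867-A antagonist wells; not every result past the cut was called active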
* marks the source's active call; other numbers are inactive results. Rows are unselected; overall some 2.5% were active at least once.

`CCN(CC)S(=O)(=O)c1ccc(N/N=C(\C)c2ccc(OC)cc2O)nc1` gave OX1R antag-1 26, CHT PAM inactive and OX1R antag-2 -20.
`CSc1cccc(CN2CCN(Cc3ccccc3)C(CCO)C2)c1` (centres undefined) gave OX1R antag-1 12, CHT PAM inactive and OX1R antag-2 -23.
Screening COc1ccc(-c2nc(N=Nc3ccc(O)cc3)n[nH]2)cc1 returned OX1R antag-1 25, CHT PAM inactive and OX1R antag-2 -3.
For COc1ccccc1NC(=O)c1ccc(NC(=O)C2CC2C)cc1 (centres undefined) the results were OX1R antag-1 7 and OX1R antag-2 -26.
`CC(C)(C)OC(=O)CN1C(=O)C(Sc2n[nH]c(-c3ccccc3)n2)CCc2ccccc21` (centres undefined) gave OX1R antag-1 3, CHT PAM inactive and OX1R antag-2 -32.
For CC(C)Nc1nnc(SC(C)C(=O)NCc2ccc3c(c2)OCO3)s1 (centres undefined) the results were OX1R antag-1 16, CHT PAM inactive and OX1R antag-2 -15.
O=C1c2cc(Cl)ccc2OC2(CCNCC2)C12CC(c1ccc(Cl)cc1)=NO2 (centres undefined) was read as OX1R antag-1 19, CHT PAM inactive and OX1R antag-2 -22.
Screening CCc1cccc(NC(=O)CS(=O)Cc2nc(-c3ccc(C)cc3)oc2C)c1 (centres undefined) returned OX1R antag-1 21, CHT PAM inactive and OX1R antag-2 -19.
For COC(C(=O)Nc1ccc(S(=O)(=O)N2CCCCC2)cc1)c1ccccc1 (centres undefined) the results were OX1R antag-1 11, CHT PAM inactive and OX1R antag-2 4.
Screening Cn1c(=O)n(C)c2cc([N+](=O)[O-])c(N3CCN(C(=O)c4ccccc4Br)CC3)cc21 returned OX1R antag-1 29, CHT PAM inactive and OX1R antag-2 -2.
For CC(C)OC(=O)c1cccc(C(=O)Nc2cccc(NC(=O)c3cccc(C(=O)OC(C)C)n3)n2)n1 the results were OX1R antag-1 12, CHT PAM inactive and OX1R antag-2 -28.
Screening CSc1nc2ccccc2nc1N(C)S(=O)(=O)c1ccc(C)cc1 returned OX1R antag-1 23, CHT PAM inactive and OX1R antag-2 -30.
`Cn1cccc1C(=O)OCC(=O)NNC(=O)c1ccc([N+](=O)[O-])cc1` gave OX1R antag-1 22 and OX1R antag-2 3.
Screening O=C(O)C1C2CCC(C2)C1C(=O)NCCCn1ccnc1 (centres undefined) returned OX1R antag-1 15, CHT PAM inactive and OX1R antag-2 0.
Screening O=C(Nc1cccnc1)c1cc(-c2ccc3c(c2)OCO3)on1 returned OX1R antag-1 10, CHT PAM inactive and OX1R antag-2 12.
For CNC(=O)CSc1nnc(-c2ccc(S(=O)(=O)N3CCCC3)cc2)n1-c1cccc(C)c1C the results were OX1R antag-1 15, CHT PAM inactive and OX1R antag-2 -17.
NC(=O)c1nsc(C(=O)N(Cc2ccco2)C(C(=O)NCc2ccc(F)cc2)c2ccc(O)cc2)c1N (centres undefined) was read as OX1R antag-1 30, CHT PAM inactive and OX1R antag-2 -19.
CC1=C(C(=O)Nc2ccccn2)C(c2ccc(F)cc2)n2ncnc2N1 (centres undefined) was read as OX1R antag-1 10, CHT PAM inactive and OX1R antag-2 -22.
`CC(C)(C)C(=O)C1=C(O)C(=O)N(Cc2ccccc2)C1c1ccccc1F` (centres undefined) gave OX1R antag-1 11, CHT PAM inactive and OX1R antag-2 -12.
CN(CC(=O)Nc1ccc(Cl)c(Cl)c1)C(=O)C12CC3CC(CC(C3)C1)C2 was read as OX1R antag-1 5, CHT PAM inactive and OX1R antag-2 -20.
CC1(C)C(C(=O)OCC(Cl)(Cl)Cl)N2C(=O)C(NC(=O)Cc3ccccc3)C2S1=O (centres undefined) was read as OX1R antag-1 7, CHT PAM inactive and OX1R antag-2 -8.
COCCCNC(=O)C1=CCN(S(=O)(=O)c2ccc(C)cc2)CC1 was read as OX1R antag-1 9, CHT PAM inactive and OX1R antag-2 -3.
`O=C(CSc1nnc(-c2ccccn2)n1Cc1ccccc1)N1CCCC1` gave OX1R antag-1 14, CHT PAM inactive and OX1R antag-2 -16.
`CN1CCN(S(=O)(=O)c2ccc(NC(=O)c3ccccc3F)cc2)CC1` gave OX1R antag-1 7, CHT PAM inactive and OX1R antag-2 -4.
O=C(c1ccccc1)C1CCN(C(=O)C2CCC(=O)N(Cc3ccccc3F)C2)CC1 (centres undefined) was read as OX1R antag-1 27, CHT PAM inactive and OX1R antag-2 -17.
Screening CC1CN(S(=O)(=O)N2CCOCC2)CCN1S(=O)(=O)N1CCOCC1 (centres undefined) returned OX1R antag-1 19, CHT PAM inactive and OX1R antag-2 -21.
`COc1ccc(C(=O)C(C)OC(=O)CNC(=O)c2ccco2)cc1` (centres undefined) gave OX1R antag-1 -2 and OX1R antag-2 1.
`Cc1ccc(CN2CCC(C(=O)NCCC(C)C)CC2)o1` gave OX1R antag-1 11, CHT PAM inactive and OX1R antag-2 -22.
COC(=O)CNC(=O)c1cccc(Cl)c1 was read as OX1R antag-1 2, CHT PAM inactive and OX1R antag-2 -1.
For O=C(COC(=O)c1cc(Cl)ccc1O)NC(=O)NCc1ccccc1 the results were OX1R antag-1 5 and OX1R antag-2 -111.
`Cn1c(=O)c(=O)n(C)c2cc(S(=O)(=O)NCCN3CCN(c4ccccc4F)CC3)ccc21` gave OX1R antag-1 -7, CHT PAM inactive and OX1R antag-2 -13.
For O=C(CSc1nc2nc(-c3cccs3)cc(C(F)(F)F)c2c(=O)[nH]1)Nc1c(F)c(F)c(F)c(F)c1F the results were OX1R antag-1 46, CHT PAM inactive and OX1R antag-2 -13.
Cc1[nH]n(-c2ccc(F)cc2)c(=O)c1/C=N/c1sc2c(c1C#N)CCCC2 was read as OX1R antag-1 15, CHT PAM inactive and OX1R antag-2 -8.
For Nc1ccc2c(c1)Nc1ccccc1CC2 the results were OX1R antag-1 8, CHT PAM inactive and OX1R antag-2 14.
Screening O=C(CC1C(=O)NCCN1Cc1ccc(F)cc1Cl)NC1CCCCCCC1 (centres undefined) returned OX1R antag-1 32, CHT PAM inactive and OX1R antag-2 -32.
CC(=O)c1c(C)n([O-])c2ccc(C)cc2[n+]1=O was read as OX1R antag-1 41*, CHT PAM inactive and OX1R antag-2 2.
Screening COc1cccc(OCCOc2ccc(/C=C3/SC(=S)NC3=O)cc2)c1 returned OX1R antag-1 -6, CHT PAM inactive and OX1R antag-2 -12.
Screening CC(/C=N/NC(=S)Nc1cccc(S(=O)(=O)N(C)C)c1)c1ccccc1 (centres undefined) returned OX1R antag-1 -5, CHT PAM inactive and OX1R antag-2 1.
For CCOC(=O)C1(CCOc2ccccc2)CCN(Cc2ccc3c(c2)OCCO3)CC1 the results were OX1R antag-1 3, CHT PAM inactive and OX1R antag-2 -21.
`C=Cn1cc[n+](CC(=O)c2cccs2)c1` gave OX1R antag-1 -6, CHT PAM inactive and OX1R antag-2 -11.
`O=C(O)c1ccccc1C(=O)Nc1ccccc1` gave OX1R antag-1 11, CHT PAM inactive and OX1R antag-2 -8.
Screening O=C(Cc1cccc2ccccc12)Nc1cc(Cl)ccc1C(=O)O returned OX1R antag-1 -6, CHT PAM inactive and OX1R antag-2 -6.
For Cc1cccc(NC(=S)N(C)C2(c3ccccc3Cl)CCCCC2=O)c1 (centres undefined) the results were OX1R antag-1 28, CHT PAM inactive and OX1R antag-2 -6.
For COc1ccc(-c2c(=O)n(OCc3nc4ccccc4[nH]3)c3ccccc3[n+]2[O-])cc1 the results were OX1R antag-1 40, CHT PAM inactive and OX1R antag-2 -33.
`O=C(NNS(=O)(=O)Cc1ccccc1)c1ccc([N+](=O)[O-])cc1` gave OX1R antag-1 28, CHT PAM inactive and OX1R antag-2 -23.
For CC(C)C(NC(=O)c1ccccc1F)C(=O)NCCCn1ccnc1 (centres undefined) the results were OX1R antag-1 6 and OX1R antag-2 -2.
For COc1ccc(/C=C(/CC(=O)Nc2ccccc2)c2nc3ccccc3s2)cc1 the results were OX1R antag-1 13, CHT PAM inactive and OX1R antag-2 -15.
For O=C(Nc1cccc(Cl)c1)NC1CCCCC1 the results were OX1R antag-1 28, CHT PAM inactive and OX1R antag-2 -3.
CCCCOc1ccc(C2CC(=O)NC2=O)cc1 (centres undefined) was read as OX1R antag-1 5, CHT PAM inactive and OX1R antag-2 2.
CCCCN(CC)C(=O)/C=C/c1cccc([N+](=O)[O-])c1 was read as OX1R antag-1 30, CHT PAM inactive and OX1R antag-2 -13.
Screening Clc1ccc(N2COC3c4cccc5cccc(c45)C32)cc1 (centres undefined) returned OX1R antag-1 9, CHT PAM inactive and OX1R antag-2 -36.
Screening O=C(CSc1nc(-c2ccccc2)c(-c2ccccc2)o1)N1CCOCC1 returned OX1R antag-1 19, CHT PAM inactive and OX1R antag-2 -4.
CCOC(=O)Cc1csc(NC(=O)c2ccncc2)n1 was read as OX1R antag-1 10, CHT PAM inactive and OX1R antag-2 1.
Nc1nc(C23CC4CC(CC(C4)C2)C3)cs1 was read as OX1R antag-1 11, CHT PAM inactive and OX1R antag-2 3.
Cc1ccc(S(=O)(=O)N(CC(=O)N2CCCC2)C2CCCCC2)cc1 was read as OX1R antag-1 4, CHT PAM inactive and OX1R antag-2 -20.
CCc1cccc(C)c1NC(=O)C1CCN(c2nn3c(=O)cc(C)nc3s2)CC1 was read as OX1R antag-1 14, CHT PAM inactive and OX1R antag-2 -23.
S=c1[nH]c(-c2ccccc2)cn1/N=C/c1ccccc1Br was read as OX1R antag-1 19, CHT PAM inactive and OX1R antag-2 -17.
Screening CCC(C)NC(=O)CN(C1CCCCC1)S(C)(=O)=O (centres undefined) returned OX1R antag-1 21, CHT PAM inactive and OX1R antag-2 -11.
CC(C)[C@H](NC(=O)OCc1ccccc1)C(=O)N[C@@H](Cc1c[nH]c2ccccc12)C(=O)O was read as OX1R antag-1 33, CHT PAM inactive and OX1R antag-2 7.
For Cc1ccc(NC(=O)CN(C)C(=O)c2ccc(NS(=O)(=O)c3ccc4[nH]c(=O)[nH]c4c3)cc2)cc1 the results were OX1R antag-1 3 and OX1R antag-2 18.

A draw from above in order of molecular weight, falling.
CCc1cccc(C)c1NC(=O)C1CCN(c2nn3c(=O)cc(C)nc3s2)CC1 was read as OX1R antag-1 14, CHT PAM inactive and OX1R antag-2 -23.
Screening O=C(CSc1nc(-c2ccccc2)c(-c2ccccc2)o1)N1CCOCC1 returned OX1R antag-1 19, CHT PAM inactive and OX1R antag-2 -4.
Cc1ccc(S(=O)(=O)N(CC(=O)N2CCCC2)C2CCCCC2)cc1 was read as OX1R antag-1 4, CHT PAM inactive and OX1R antag-2 -20.
S=c1[nH]c(-c2ccccc2)cn1/N=C/c1ccccc1Br was read as OX1R antag-1 19, CHT PAM inactive and OX1R antag-2 -17.
CCOC(=O)Cc1csc(NC(=O)c2ccncc2)n1 was read as OX1R antag-1 10, CHT PAM inactive and OX1R antag-2 1.

(more compounds)
`O=C(NCCCn1ccnc1)c1ccco1` gave OX1R antag-1 11, CHT PAM inactive and OX1R antag-2 -18.
Cc1ccnn1CC(=O)N/N=C/c1ccc([N+](=O)[O-])s1 was read as OX1R antag-1 51*, CHT PAM inactive and OX1R antag-2 -18.
For COc1ccc(NC(=O)NNS(=O)(=O)c2cc(C)ccc2C)cc1OC the results were OX1R antag-1 25, CHT PAM inactive and OX1R antag-2 -9.
Cn1c(-c2ccc3c(c2)OCO3)cnc1NC(=O)CCC(=O)NCCc1ccccc1 was read as OX1R antag-1 0, CHT PAM inactive and OX1R antag-2 5.
For COc1ccc(Cl)cc1NC(=O)C(C)N1CCc2ccccc21 (centres undefined) the results were OX1R antag-1 20, CHT PAM inactive and OX1R antag-2 -18.
Cc1ccc(C(=O)CC2(O)C(=O)N(C)c3ccc(Br)cc32)c(C)c1 (centres undefined) was read as OX1R antag-1 7, CHT PAM inactive and OX1R antag-2 -24.
Oc1ccc(CNC2CCCCC2)cc1 was read as OX1R antag-1 11, CHT PAM inactive and OX1R antag-2 -14.
`Cc1ccc(C)c(NC(=O)Cn2nnc(C(=O)NCc3ccco3)c2N)c1` gave OX1R antag-1 1, CHT PAM inactive and OX1R antag-2 -5.
For C/C(CC(=O)Nc1cccnc1)=N/NC(=O)COc1ccc(Cl)cc1Br the results were OX1R antag-1 5, CHT PAM inactive and OX1R antag-2 -17.
Cc1ccc(S(=O)(=O)N2CCCCC2)cc1C(=O)NC1CC(C)(C)NC(C)(C)C1 was read as OX1R antag-1 14, CHT PAM inactive and OX1R antag-2 -4.
For COc1ccc(Cc2nnc(SCC(=O)NC(C)c3ccccc3)o2)cc1 (centres undefined) the results were OX1R antag-1 11, CHT PAM inactive and OX1R antag-2 -29.
For Cc1nc(C(F)(F)F)nc(Nc2ccc(N=Nc3ccccc3)cc2)c1C#N the results were OX1R antag-1 4, CHT PAM inactive and OX1R antag-2 5.
`CN(c1ccccc1C(=O)NC1CCCCC1)S(=O)(=O)c1ccccc1` gave OX1R antag-1 26, CHT PAM inactive and OX1R antag-2 -21.

Entries shown so far containing a cyano group (2):
Cc1[nH]n(-c2ccc(F)cc2)c(=O)c1/C=N/c1sc2c(c1C#N)CCCC2 was read as OX1R antag-1 15, CHT PAM inactive and OX1R antag-2 -8.
For Cc1nc(C(F)(F)F)nc(Nc2ccc(N=Nc3ccccc3)cc2)c1C#N the results were OX1R antag-1 4, CHT PAM inactive and OX1R antag-2 5.

Screens (PubChem)
